# Pol beta inh = blocks human DNA polymerase beta activity | P06746 | Pol beta primer extension/strand displacement, fluorescence kinetic | Potency, µM (titrated, usually from 114 µM), inactives show at the highest dose activity change, negative = inhibition, actives largely listed as inhibitors | 340,000 tested, 1.3% active | AID 485314; also: potency is read from the fitted curve at half-maximal effect; % is scaled to controls: 0 for no effect and ±100 for the full control effect
#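 Homogeneous kinetic assay of primer extension and strand displacement by 10 nM Pol beta, preincubated 15 min at room temperature with compound before 50 nM substrate (final) was added. Read at 0 and 10 min; four-parameter Hill fit.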
# APE1 inh = APE1 (human) endonuclease inhibition; recombinant APE1, TAMRA/BHQ-2 abasic DNA cleavage fluorescence; 350,000 tested, 0.35% active; P27695; Potency, µM (doses to about 65.8 µM), inactives show at the top dose activity change, negative = inhibition, usual class: inhibitors;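 also: potency is read from the fitted curve at half-maximal effect; plate controls were vehicle for no effect and reference inhibitor for full effect; nearly all actives have a fitted effect of over 55% in size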
# Target sequence (P27695 whole entry, looked up): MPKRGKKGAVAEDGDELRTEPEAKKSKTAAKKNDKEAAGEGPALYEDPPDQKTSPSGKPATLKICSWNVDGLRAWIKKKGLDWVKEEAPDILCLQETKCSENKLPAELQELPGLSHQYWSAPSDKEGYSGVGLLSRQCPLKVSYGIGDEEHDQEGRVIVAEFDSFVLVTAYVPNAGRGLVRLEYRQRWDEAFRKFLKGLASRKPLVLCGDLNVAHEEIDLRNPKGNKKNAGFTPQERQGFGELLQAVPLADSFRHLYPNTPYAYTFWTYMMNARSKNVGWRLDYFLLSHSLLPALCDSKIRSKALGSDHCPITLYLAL
#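 Measures dequenching upon AP-site incision of a 5'-TAMRA/3'-BHQ-2 THF-containing duplex, 50 nM; human APE1 0.75 nM after 15 min room-temperature exposure to compound; kinetic three-point read at one-minute spacing.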
# BLM helicase inh = inhibitors of human Bloom syndrome helicase BLM. P54132. recombinant BLM DNA unwinding, fluorescence dequenching. Potency, µM (series often up to 56.1 µM), for inactives: at the top dose activity change, negative = inhibition, hits mostly inhibitors. 350,000 tested, 0.2% active;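 also: potency is read from the fitted curve at half-maximal effect; plate controls were vehicle for no effect and no enzyme for full effect; nearly all actives have a fitted effect of over 35% in size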
# POLK inh = DNA polymerase kappa (human) inhibition. Q9UBT6. purified Pol kappa, fluorescent DNA synthesis assay, 10 min. Potency, µM (highest dose often 107 µM), without a hit: at the highest dose activity, negative = inhibition, usual class: inhibitors. 400,000 tested, 0.53% active. AID 588579; also: potency is read from the fitted curve at half-maximal effect; % is scaled to controls: 0 for no effect and ±100 for the full control effect
#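 Pol kappa 10 nM + cpd, 15 min RT; start w/ substrate 50 nM final; fluorescence kinetic read, 0 and 10 min. Neg ctrl: buffer, no enzyme.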
# Anesthetic bind = binds horse apoferritin like a general anesthetic. P02791. apoferritin/1-aminoanthracene competitive binding, fluorescence. Potency, µM (titrated, usually from 77.5 µM), inactives show at the top dose activity change, negative = displacement, most hits filed as inhibitors. 350,000 tested, 0.074% active. AID 485281; also: potency is read from the fitted curve at half-maximal effect; % is scaled to controls: 0 for no effect and ±100 for the full control effect; nearly all actives have a fitted effect of over 20% in size
# Target sequence (P02791 2-175 limits assumed): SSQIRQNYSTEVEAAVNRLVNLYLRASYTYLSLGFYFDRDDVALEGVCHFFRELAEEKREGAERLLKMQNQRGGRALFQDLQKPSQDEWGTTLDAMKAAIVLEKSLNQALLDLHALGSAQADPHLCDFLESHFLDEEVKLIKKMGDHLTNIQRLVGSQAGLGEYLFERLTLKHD
#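 10 uM apoferritin + 50% sat. 1-AMA, PBS; cpd 10 min RT; Ex380/Em535 endpoint; normalized to free probe vs complex; 4-param Hill fit; propofol titration as pos. ctrl.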
# RXFP1 antag = antagonists of human relaxin receptor RXFP1. activity change, negative = inhibition, % at 57.5 µM. Q9HBX9. 350,000 tested, 0.59% active. HEK293-RXFP1, relaxin-stimulated cAMP HTRF, 30 min; active compounds read low. AID 1259400;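 active = activity change of -60% or lower, but not beyond a set lower limit; inconclusive = change between -60% and -40%, or beyond the set limit; inactive = change above -40%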; also: % is scaled to controls: 0 for no effect and ±100 for the full control effect
# POLI inh = inhibitors of human DNA polymerase iota. Potency, µM (doses to about 115 µM), inactives show top-dose activity, negative = inhibition, hits mostly inhibitors. Pol iota fluorescent replication assay, 10 min. Q9UNA4. 390,000 tested, 1% active; also: potency is read from the fitted curve at half-maximal effect
#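 Pol iota at 10 nM preincubated 15 min with compounds at room temperature; reaction started with fluorescent substrate, 50 nM final. Fluorescence read kinetically at 0 and 10 min; buffer-only wells as negative control.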
# POLH inh = inhibitors of human DNA polymerase eta; Q9Y253; recombinant Pol eta, fluorescent DNA replication assay; Potency, µM (series often up to 114 µM), for the others: at the top dose activity change, negative = inhibition, hits mostly inhibitors; 390,000 tested, 1.2% active; AID 588591; also: potency is read from the fitted curve at half-maximal effect; % is scaled to controls: 0 for no effect and ±100 for the full control effect
#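 Pol eta at 10 nM preincubated with compounds 15 min at room temperature; reaction started with fluorescent substrate (50 nM final) and read kinetically at 0 and 10 min.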
# Tb PGK inh = inhibitors of T. brucei phosphoglycerate kinase | PGK/GAPDH coupled, Kinase-Glo luminescence, 60 min | 380,000 tested, 0.043% active | Potency, µM (doses to about 57.5 µM), inactives show top-dose activity change, negative = inhibition, actives largely listed as inhibitors | P07378; also: potency is read from the fitted curve at half-maximal effect; % is scaled to controls: 0 for no effect and ±100 for the full control effect; nearly all actives have a fitted effect of over 60% in size
# Target sequence (P07378 whole entry, looked up): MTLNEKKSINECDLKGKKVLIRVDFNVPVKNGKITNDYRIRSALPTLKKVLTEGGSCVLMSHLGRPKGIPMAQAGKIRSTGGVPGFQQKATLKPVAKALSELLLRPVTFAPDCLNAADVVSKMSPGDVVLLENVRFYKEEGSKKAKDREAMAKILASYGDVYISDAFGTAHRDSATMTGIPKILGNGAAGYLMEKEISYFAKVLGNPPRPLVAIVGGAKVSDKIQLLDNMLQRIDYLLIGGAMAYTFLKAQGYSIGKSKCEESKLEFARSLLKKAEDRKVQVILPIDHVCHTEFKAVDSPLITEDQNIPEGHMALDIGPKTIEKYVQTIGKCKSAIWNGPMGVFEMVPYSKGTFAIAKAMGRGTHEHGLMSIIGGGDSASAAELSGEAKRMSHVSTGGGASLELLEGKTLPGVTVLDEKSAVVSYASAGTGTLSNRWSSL
#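 Recombinant glycosomal PGK reaction used 1,3-bisphosphoglycerate generated in-well by GAPDH (100nM final) in 100mM TEA pH 7.6, 5mM MgCl2, 0.01% Tween-20. After 60 minutes at room temperature, ATP was read by Kinase-Glo Plus luminescence end-point.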
# * marks the source's active call; other numbers are inactive results; i = inactive; ? = inconclusive; . = not tested or not shown; & = joins results of further samples; [ ] = another dose, or the depositor's remark. Unless noted, calls follow the shape of the dose curve; as a rule, active = well fitted curve in the direction sought with a large enough effect; inconclusive = small, poorly fitted or top-dose-only effect, or another doubt; inactive = no such curve, though single readings can be large; an effect the other way counts as inactive or inconclusive. Some of the compounds tested; the hit share may differ from the screen's.
SMILES,Pol beta inh,APE1 inh,BLM helicase inh,POLK inh,Anesthetic bind,RXFP1 antag,POLI inh,POLH inh,Tb PGK inh
O=c1oc2ccccc2c2nccnc12,7%,13%,0%,-10%,6%,6,-7%,-5%,-2%
Cc1ccnc(NC(=O)CCC(=O)N(CC(=O)NCc2ccccc2)c2ccc3c(c2)OCO3)c1,2%,-3%,-2%,-6%,-10%,-8,-12%,-8%,8%
Cc1ccc2nc(-c3ccc(NC(=O)COc4ccc(Cl)c(C)c4)cc3)sc2c1,-22%,.,-2%,-9%,0%,7,-14%,-1%,16%
CCOc1ccc2nc(NC(=O)C3(C)CC3(Br)Br)sc2c1 (stereo not given),.,.,.,-19%,.,-84*,?,-6%,-3%
O=C(O)CCCc1nc(-c2ccccc2)no1,-15%,8%,1%,-10%,11%,5,5%,6%,-6%
C=CCSc1nc(O)c(C2OC(=O)c3c2ccc(OC)c3OC)c(=O)n1-c1ccccc1 (stereo not given),4%,-1%,-3%,-11%,-3%,7,-7%,3%,7%
CCN(CC)c1ccc(NC(=O)C2CCN(S(=O)(=O)c3c(C)noc3/C=C/c3ccccc3F)CC2)c(C)c1,0%,.,1%,-13%[60.1 µM],2%,4,34%[activator],-18%,4%
CC(C)(C)NS(=O)(=O)c1ccc2[nH]c3c(c2c1)CCCCC3,1%,-10%,-8%,-15%,-22%,-37,160%[activator],-10%,-9%
CCc1ccccc1N1C(=O)[C@@H]2Cc3ccccc3CN2C1=O,7%,21%,-1%,-2%,6%,4,13%,3%,2%
CC(C)(C)OC(=O)N1CCC(CNC(=O)c2ccc(F)cc2F)CC1,9%,4%,0%,1%,-3%,7,63%[activator],-23%,5%
COc1ccccc1N1CCN(Cc2nc(-c3ccc(F)cc3)oc2C)CC1,2%,1%,-3%,-10%,-13%,-1,-5%,-4%,i
Cc1cc(C)cc(OCC(=O)NCC2(N(C)C)CCCCC2)c1,10%,.,2%,-17%,9%,3,19%,-10%,4%
COC(=O)CC1C(=O)NCCN1C(=O)CSc1nc2ccccc2o1 (stereo not given),-2%,-6%,1%,-3%,-16%,-7,197%[activator],-19%,i
CC(=O)NN1C(=O)c2ccc3c4c(ccc(c24)C1=O)C(=O)N(NC(C)=O)C3=O,-2%,-3%,-2%,4%,-7%,14,-11%,9%,i
CCOc1ccccc1NC(=O)N1CCCC1C(=O)Nc1ccc(NC(C)=O)cc1 (stereo not given),3%,0%,0%,-6%,-13%,12,6%,-5%,-9%
COc1ccc(-c2ccc(SCc3ccccn3)nn2)cc1OC,-12%,-3%,8%,3%,-15%,-13,16%,2%,-6%
COc1ccc(NC(=O)C2CCCN(c3cnccn3)C2)c(OC)c1 (stereo not given),-1%&7%,-7%,0%&2%,12%&-6%,-4%&-6%,22&-4,58%&-2%[activator],-9%&-14%,-8%
COc1ccc(NS(=O)(=O)c2ccc(NC(=O)c3cnn4c(C(F)F)cc(-c5ccc(C)cc5)nc34)cc2)cc1,33%,8%,1%,.,-6%,.,.,.,.
COCCNC(=O)c1cc(-c2cccnc2)nc2ccc(Br)cc12,-1%,3%,2%,-5%,-5%,4,18%,6%,i
Cn1c(=O)c2[nH]c(SCCN3CCOCC3)nc2n(C)c1=S,.,.,.,-18%,.,-72*,18µM*,7%,-4%
CC(C)(C)NC(=O)C(c1cccs1)N(C(=O)C(=O)NC1CCCC1)c1ccccc1F (stereo not given),-17%,8%,-2%,-11%,-4%,-5,37%[activator],-14%,-7%
Cc1ccc(C)c(NC(=S)N2CCCC2)c1,24%,14%,-6%,3%,-5%,0,-4%,-13%,-5%
Cc1cccc(C(=O)Nc2ccc(NC(=O)c3ccccc3)cc2)c1,30%,-1%,-3%,-5%,-23%,7,28%,-21%,-2%
O=c1cc(O)nc(SCc2ccc(Cl)cc2)[nH]1,26%,1%,-5%,-34%,-21%,-1,-10%,-8%,-1%
Cn1c(=O)c2c(nc(NCCc3ccccc3)n2Cc2ccc(F)cc2)n(C)c1=O,-10%,4%,-3%,1%,-17%,.,9%,-16%,-1%
SMILES,Pol beta inh,APE1 inh,BLM helicase inh,POLK inh,Anesthetic bind,RXFP1 antag,POLI inh,POLH inh,Tb PGK inh
CC(NC(=O)Cn1c(=O)[nH]c2ccsc2c1=O)C12CC3CC(CC(C3)C1)C2 (stereo not given),-1%,-1%,-4%,4%,14µM*,-16,-13%,-10%,0%
CC(C)(C)c1cnnn1-c1ccc(-c2csc(N)n2)cc1,-5%,0%,-2%,-3%,-7%,-4,11%,-2%,-3%[11.5 µM]
CC(C)Cc1nnc(NC(=O)CCC(=O)N2CCN(Cc3ccc(Cl)cc3)CC2)s1,0%,15%,0%,-9%,-10%,-10,13%,2%,4%
CS(=O)(=O)N(CC(=O)NCc1ccncc1)Cc1ccc(Cl)cc1,25%,-1%,-9%,-1%,-1%,7,16%,-17%,4%
CCn1c(SCC(=O)Nc2cccc(NC(=O)c3ccco3)c2)nnc1-c1cccs1,2%,-3%,-1%,-11%,-3%,-2,-4%,-8%,7%
O=Cc1ccc(Oc2cc(-c3ccccc3)nc(-c3ccccc3)n2)cc1,43%,16%,-2%,-21%,8%,-14,-19%,-14%,-1%
CC(NC(=O)COC(=O)/C=C/c1ccc([N+](=O)[O-])cc1)c1ccccc1 (stereo not given),29%,-4%,-7%,?,0%,-7,89µM*,-35%,-1%
O=C(Nc1ccc(-c2ccc3nncn3n2)cc1)C1CCCC1,3%,4%,-6%,-4%,-7%,-8,-10%,-3%,0%
Cc1ccccc1C(=O)N1CCN(c2ccccn2)CC1,-16%,-3%,5%,-8%,-4%,3,6%,-13%,-5%
CC(Sc1cn(CCNC(=O)c2ccccc2F)c2ccccc12)c1ccccc1 (stereo not given),0%,.,-13%,-11%,48%[activator],.,10%,-24%,0%
COc1ccc(-n2nc(C(N)=O)nc2-c2ccccc2)cc1,62%,3%,0%,-2%,-12%,8,95%[activator],-7%,4%
Cc1cccc2[nH]c(CN(C)Cc3nc(CC4CC4)no3)nc12,35%,-3%,-3%,-12%,-7%,4,7%,-8%,i
Cc1cccc(OCC(=O)OCc2cc(=O)n3nc(-c4cccs4)sc3n2)c1,25µM*,.,-16%,?,6%,.,?,?,-9%
COc1ccc(N2CC(C(=O)N[C@H](C(=O)NC3CCCC3)C(C)C)CC2=O)cc1 (stereo not given in full),1%,50%[activator],1%,15%,-4%,10,-12%,-9%,-10%
O=C(NCc1ccccc1)C(c1ccccn1)N(C(=O)c1csnn1)c1ccccc1F (stereo not given),-5%,41%,-3%,1%,-6%,3,48%[activator],-12%,-7%
COc1ccc(N(C(C)C(=O)Nc2ccc(S(=O)(=O)N3CCCCC3)cc2)S(C)(=O)=O)cc1 (stereo not given),8%,61%,-20%,2%,0%,-9,7%,-20%,-4%
Cc1c(N2C(=O)/C(=C/c3cccc4ccccc34)SC2=S)c(=O)n(-c2ccccc2)n1C,.,.,.,0%,.,-8,-13%,-4%,-10%
CCNc1c(NC(=O)c2cccs2)c(=O)oc2ccccc12,3%,-2%,-3%,2%,-6%,-8,30%[activator],-13%,-4%
CC(C)C(=O)NC(=S)N(Cc1ccccc1)Cc1ccccc1,22%,-12%,-3%,-2%,9%,-1,-26%,-13%,-8%
CCOC(=O)N/N=C/c1c(C)nn(-c2ccccc2Cl)c1Cl,6%,-1%,2%,-19%,0%,-5,-1%,-11%,-2%
O=C(CCc1nc2ccccc2c(=O)[nH]1)NNC(=O)c1cccc(Cl)c1,.,31%,.,1%,.,19,23%,-2%,-8%
O=C(NCCCn1ccnc1)c1cc2nc(-c3ccc(Br)cc3)cc(C(F)(F)F)n2n1,16%,-2%,-6%,0%,-11%,5,15%,-4%,3%
O=C(NCCO)C(O)C(O)C(=O)NCCO (stereo not given),13%,21%,-6%,-6%,-10%,-2,15%,-26%,4%
O=C(CN(c1ccc(F)cc1)S(=O)(=O)c1ccc2c(c1)OCCO2)Nc1ccc2c(c1)OCO2,7%,-7%,-11%,-7%,-6%,0,9%,-18%,-5%
CC1=C(C(=O)Nc2ccccc2)C2(CCCCC2)C(C#N)=C(S)N1,-26%,-1%,-2%,-17%,-7%,-13,-7%,-8%,-4%
CC(C)c1cccc(C(C)C)c1OCCCCN1CCCC1,17%,12%,-4%,4%,-6%,19,6%,1%,i
Cn1c(C(=O)N2CCC(C(=O)NCCc3ccc(S(N)(=O)=O)cc3)CC2)cc2sccc21,11%,.,0%,8%,16%,-13,23%,-13%,-5%
N#Cc1ccc(OCC(=O)N2CCN(c3ccc(C(F)(F)F)cn3)CC2)cc1,.,9%,.,14%,.,-3,11%,-8%,i
COC(=O)c1cc(NC(=O)CC2C(=O)OCCN2Cc2ccccc2)cc(C(=O)OC)c1 (stereo not given),28%,.,-3%,-4%,-4%,-7,6%,-12%,-5%
Cc1ccc(NC2CCCN(C(=O)c3cccc4nccnc34)C2)cc1C (stereo not given),84%,6%,1%,-5%,-7%,6,21%,-6%,5%

# Six records drawn at random from the list so far, as already listed:
SMILES,Pol beta inh,APE1 inh,BLM helicase inh,POLK inh,Anesthetic bind,RXFP1 antag,POLI inh,POLH inh,Tb PGK inh
Cc1ccc(NC2CCCN(C(=O)c3cccc4nccnc34)C2)cc1C (stereo not given),84%,6%,1%,-5%,-7%,6,21%,-6%,5%
COc1ccccc1N1CCN(Cc2nc(-c3ccc(F)cc3)oc2C)CC1,2%,1%,-3%,-10%,-13%,-1,-5%,-4%,i
CC(C)(C)OC(=O)N1CCC(CNC(=O)c2ccc(F)cc2F)CC1,9%,4%,0%,1%,-3%,7,63%[activator],-23%,5%
O=c1cc(O)nc(SCc2ccc(Cl)cc2)[nH]1,26%,1%,-5%,-34%,-21%,-1,-10%,-8%,-1%
CC(=O)NN1C(=O)c2ccc3c4c(ccc(c24)C1=O)C(=O)N(NC(C)=O)C3=O,-2%,-3%,-2%,4%,-7%,14,-11%,9%,i
CC(C)(C)c1cnnn1-c1ccc(-c2csc(N)n2)cc1,-5%,0%,-2%,-3%,-7%,-4,11%,-2%,-3%[11.5 µM]

# Bioassay records: PubChem, National Center for Advancing Translational Sciences (NCATS)
